Bioassay records deposited in PubChem by National Center for Advancing Translational Sciences (NCATS).
BRCT PPI red: qHTS Assay for Inhibitors of BRCT-Phosphoprotein Interaction (Red Fluorophore) | Breast cancer type 1 susceptibility protein (Homo sapiens), P38398 | BRCT-phosphopeptide binding, red fluorescence polarization | Potency, µM (highest dose often 76.9 µM), inactives show at the highest dose activity change, negative = inhibition, most hits filed as inhibitors | 75,000 compounds, 0.03% hits; further: on the % scale 0 is the no-effect control and ±100 the full control effect
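Fluorescence polarization: 100 nM His-tagged BRCA1 BRCT with 100 nM TAMRA-labelled phospho-BACH1 decapeptide, phosphate buffer pH 7.3 with 150 mM NaCl, DTT, 0.01% Tween 20; 12 min RT. Binding inhibition seen as FP decrease.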
Pol III holo inh: qHTS Assay for Inhibitors of DNA Polymerase III Holoenzyme System; reconstituted DNA polymerase III holoenzyme replication, biochemical; Potency, µM (titrated, usually from 57.1 µM), for the others: top-dose activity change, negative = inhibition; 71,000 compounds, 0.25% hits; AID 603, 2007; further: potency means the concentration at half of the fitted maximal effect; on the % scale 0 is the no-effect control and ±100 the full control effect
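Reconstituted *E. coli* holoenzyme (0.35 nM Pol III, 1 nM beta, 154 nM SSB, 2 nM primase) was preincubated with compound for 15 min at RT. Synthesis on 1.4 nM ssM13Gori ran 35 min, then was stopped with PicoGreen/EDTA and read as dsDNA fluorescence.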
HADH2 inhib: qHTS Assay for Inhibitors of HADH2 (Hydroxyacyl-Coenzyme A Dehydrogenase, Type II). 73,000 compounds, 3.4% hits. 3-hydroxyacyl-CoA dehydrogenase type-2 (Homo sapiens), Q99714. recombinant HADH2, NADH fluorescence, beta-hydroxybutyryl-CoA. Potency, µM (titrated, usually from 57.1 µM), for inactives: top-dose activity change, negative = inhibition, actives largely listed as inhibitors; further: potency means the concentration at half of the fitted maximal effect; on the % scale 0 is the no-effect control and ±100 the full control effect; nearly all actives have a fitted effect of over 60% in size; many of its hits are not listed in these tables
Target sequence (Q99714 whole entry, looked up, one chain of several): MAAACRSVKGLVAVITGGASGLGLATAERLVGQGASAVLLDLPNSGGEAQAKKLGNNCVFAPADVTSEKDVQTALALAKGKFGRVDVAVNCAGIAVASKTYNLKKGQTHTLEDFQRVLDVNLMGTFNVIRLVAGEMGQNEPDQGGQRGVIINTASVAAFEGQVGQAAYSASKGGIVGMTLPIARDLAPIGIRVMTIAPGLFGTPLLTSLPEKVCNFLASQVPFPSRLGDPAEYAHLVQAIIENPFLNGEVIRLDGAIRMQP
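NADH fluorescence (ex 360/em 450 nm) read every 30 s for 4 min; activity taken as last-minus-first time point difference. Enzyme 20 nM, NAD+ 1 mM, beta-hydroxybutyryl-CoA 90 uM, pH 9.0 Tris buffer.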
BRCT PPI green: qHTS Assay for Inhibitors of BRCT-Phosphoprotein Interaction (Green Fluorophore); Breast cancer type 1 susceptibility protein (Homo sapiens), P38398; BRCA1 BRCT-phosphopeptide binding, green fluorescence polarization; Potency, µM (highest dose often 76.9 µM), without a hit: top-dose activity change, negative = inhibition, most hits filed as inhibitors; 75,000 compounds, 0.05% hits; AID 875, 2007;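 further: potency means the concentration at half of the fitted maximal effect; plate controls were peptide without protein for full effect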
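Fluorescence polarization: His-tagged BRCT (~35 kDa BRCA1 C-terminus, 250 nM) bound to 100 nM fluorescein-labeled phosphorylated 10-aa BACH1 peptide, pH 7.3 phosphate buffer with DTT and Tween 20. Compounds incubated 12 min at room temperature; inhibition read as lowered polarization.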
USP2a inhib: qHTS Assay for Inhibitors of Ubiquitin-specific Protease USP2a | 60,000 compounds, 0.1% hits | AID 927, 2007 | Potency, µM (series often up to 38.3 µM), without a hit: top-dose activity change, negative = inhibition, most hits filed as inhibitors | USP2a enzymatic assay, qHTS inhibition;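 further: potency means the concentration at half of the fitted maximal effect; nearly all actives have a fitted effect of over 60% in size; plate controls were DMSO for no effect and NEM full inhibition control for full effect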
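Inhibition is measured in a cell-free coupled assay with 20 nM USP2 core, 20 nM Ub-PLA2 and 20 uM NBD C6-HPC, 2.5 h incubation. Activity normalized to NEM control.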
Casp1 inh: qHTS Assay for Allosteric/Competitive Inhibitors of Caspase-1; Caspase-1 enzyme, Ac-WEHD-AFC fluorogenic rate; 75,000 compounds, 0.03% hits; P29466; Potency, µM (doses to about 57.5 µM), inactives show at the top dose activity change, negative = inhibition, usual class: inhibitors;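 further: potency means the concentration at half of the fitted maximal effect; plate controls were vehicle for no effect and no substrate for full effect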
Target sequence (P29466 120-297 limits assumed): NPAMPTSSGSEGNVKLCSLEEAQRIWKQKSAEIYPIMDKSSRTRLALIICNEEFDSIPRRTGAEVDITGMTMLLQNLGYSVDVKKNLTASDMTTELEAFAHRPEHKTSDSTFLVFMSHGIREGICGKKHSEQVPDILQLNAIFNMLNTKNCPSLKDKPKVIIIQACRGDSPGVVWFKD
Target sequence (P29466 317-404 limits assumed): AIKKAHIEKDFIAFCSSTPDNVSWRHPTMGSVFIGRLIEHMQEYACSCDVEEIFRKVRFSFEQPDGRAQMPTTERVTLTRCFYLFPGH
Rhodamine autofl: qHTS Assay for Spectroscopic Profiling in Rhodamine Spectral Region. AID 594, 2007. Rhodamine-region fluorescence, 547/598 nm, Tris buffer; hits give high values. 59,000 compounds, 0.05% hits. max dye-equivalent concentration, M; in the data active means max dye-equivalent concentration above about 11 nM; inconclusive means between about 1.1 nM and that limit
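Intensities are converted to rhodamine-equivalent concentration using a six-point rhodamine standard on each plate. Compounds sit 15 min at room temperature in 100 mM Tris buffer, pH 8.0; read uses the 547/598 nm excitation/emission pair.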
ALOX15 inhib: qHTS Assay for Inhibitors of 15-hLO (15-human lipoxygenase) | purified 15hLO-1, xylenol orange hydroperoxide absorbance | 74,000 compounds, 1.4% hits | Potency, µM (doses to about 57.1 µM), inactives show top-dose activity change, negative = inhibition, most hits filed as inhibitors; further: potency means the concentration at half of the fitted maximal effect; on the % scale 0 is the no-effect control and ±100 the full control effect; nearly all actives have a fitted effect of over 55% in size
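Readout: Fe(III)-xylenol orange absorbance, 573-to-405 nm ratio as reaction progress. Enzyme 40 nM purified human 15hLO-1, substrate 50 uM arachidonic acid, 6 min RT after 15 min compound preincubation; Hepes pH 7.5 buffer with Triton X-100.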
Caspase-7 inhib: qHTS Assay for Allosteric/Competitive Inhibitors of Caspase-7; Potency, µM (doses to about 57.5 µM), without a hit: at the top dose activity change, negative = inhibition, hits mostly inhibitors; recombinant caspase-7, Ac-DEVD-AFC fluorescence rate; AID 889, 2007; 75,000 compounds, 0.02% hits; P55210; active means well fitted inhibition curve with a large enough effect in the main read-out, with a control signal flat, not every such curve was filed as active; inconclusive means small, poorly fitted or top-dose-only effect, or a change in a side signal; further: potency means the concentration at half of the fitted maximal effect; % of control where 0% means no effect
Target sequence (P55210 24-198 limits assumed): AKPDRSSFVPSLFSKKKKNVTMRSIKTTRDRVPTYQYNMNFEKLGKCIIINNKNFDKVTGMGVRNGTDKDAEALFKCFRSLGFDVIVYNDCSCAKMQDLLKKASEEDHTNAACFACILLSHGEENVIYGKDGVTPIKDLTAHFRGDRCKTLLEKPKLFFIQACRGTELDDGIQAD
Target sequence (P55210 207-303 limits assumed): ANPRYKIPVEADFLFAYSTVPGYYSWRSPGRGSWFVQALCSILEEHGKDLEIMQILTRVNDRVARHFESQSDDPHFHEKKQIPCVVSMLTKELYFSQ
HEK293 cAMP ctrl: qHTS Assay for Agonists of the Thyroid Stimulating Hormone Receptor: Activators of Intracellular cAMP Concentrations in Parental HEK 293; 73,000 compounds, 2.5% hits; Potency, µM (doses to about 57.1 µM), for inactives: top-dose activation, hits mostly activators; parental HEK293 CNG cAMP sensor, membrane potential fluorescence; AID 938, 2007; further: potency means the concentration at half of the fitted maximal effect; % of control where 0% means no effect; nearly all actives have a fitted effect of over 55% in size
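Counterscreen for endogenous-receptor signalling: CNG-channel HEK 293 cells report cAMP rise by membrane depolarization. After 60 min dye equilibration with 100 uM RO 20-1724, compounds incubated 30 min before bottom-read fluorescence at 590 nm.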
Tau fil binding: qHTS Assay for Tau Filament Binding. Microtubule-associated protein tau (Homo sapiens), P10636. Potency, µM (top dose mostly 57.1 µM), inactives show at the highest dose activity change, negative = inhibition. 71,000 compounds, 2% hits. recombinant tau filaments, thioflavin S fluorescence, 15 h; filaments grown with octadecylsulfate alongside compound;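 further: potency means the concentration at half of the fitted maximal effect; on the % scale 0 is the no-effect control and ±100 the full control effect; actives lower thioflavin S fluorescence by blocking filaments or displacing dye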
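Thioflavine S fluorescence (ex 450, em 510 nm) reports filaments formed from 1 uM human tau plus 30 uM ODS over 15 h at 37 C (10 mM HEPES pH 7.4, 100 mM NaCl, 5 mM DTT); compounds displacing dye or blocking filaments lower signal.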
Active calls of the source: *; i = inactive; ? = inconclusive; · = not tested or not shown; [ ] = dose if it differs, or a comment. Unless noted, the call rests on the fitted dose curve; in most records, active means well fitted curve in the direction sought with a large enough effect; inconclusive means small, poorly fitted or top-dose-only effect, or another doubt; inactive means no such curve, though single readings can be large; an effect the other way counts as inactive or inconclusive.

SMILES	BRCT PPI red	Pol III holo inh	HADH2 inhib	BRCT PPI green	USP2a inhib	Casp1 inh	Rhodamine autofl	ALOX15 inhib	Caspase-7 inhib	HEK293 cAMP ctrl	Tau fil binding
O=C1C=C(NCC2CCCO2)CC(c2ccccc2)C1 (stereo not drawn)	0.1%	-2%	5%	-1.5%	-1%	0%	·	11%	0%	3%	2%
CN(C)c1ncnc2ccc(-c3ccoc3)cc12	1.3%	-10%	2%	-1.5%	19%	-6%	i	-5%	-7%	7%	5%
COc1ccc(C(=O)O)cc1S(=O)(=O)Nc1cccc(C(F)(F)F)c1	0.1%	-7%	-6%	-0.8%	-6%	-2%	·	0%	3%	6%	-2%
O=C(NCc1cccnc1)C1CCN(S(=O)(=O)N2CCOCC2)CC1	0.9%	0%	7%	-1.5%	3%	1%	i	-11%	-1%	3%	-18%
C=CCc1c(C)nn(CC(=O)O)c1-c1ccccc1	0.0%	-6%	-1%	-1.6%	6%	2%	i	6%	0%	35%	5%
Cc1cc(O)c(C=O)c(O)c1C(=O)O	2.7%	·	·	-2.1%	17%	1%	·	-2%	0%	·	·
CCOc1cccc(C(=O)Nc2cc(-c3nn4c(C)nnc4s3)ccc2C)c1	0.8%	-4%	0%	1.6%	·	-1%	·	7%	1%	29%	69%
c1coc(-c2nnc(NC3=NCCC3)o2)c1	0.0%	1%	-14%	0.5%	-6%	1%	i	18%	1%	-7%	18%
O=c1[nH]c(N2CCc3ccccc32)nc2c1CCCC2	-3.7%	-9%	5%	-1.3%	6%	-3%	i	2%	-2%	-6%	-10%
Cc1cc(C)n2nc(SC3CCCCN(C(=O)c4ccc(F)cc4)C3=O)nc2n1 (stereo not drawn)	-0.9%	-6%	6%	1.0%	12%	0%	i	2%	2%	3%	9%
O=S(=O)(c1ccc2c(c1)OCCO2)N1CCN(Cc2ccc3c(c2)OCO3)CC1	-0.6%	0%	17%	0.7%	14%	-3%	i	-4%	-1%	7%	1%
O=C(Nc1cccc(F)c1)N1CCCC2(CCN(C(=O)c3csnn3)CC2)C1	-0.2%	0%	-1%	-1.5%	20%	-2%	i	0%	0%	21%	-2%
O=C(c1ccc(F)cc1)N1CCN(C2CC3CCC2C3)CC1 (stereo not drawn)	0.8%	-4%	6%	-2.0%	6%	0%	i	-6%	0%	19%	2%
O=C(c1ccccc1F)N(Cc1ccc(F)cc1)C1CCS(=O)(=O)C1 (stereo not drawn)	-1.9%	-6%	8%	0.4%	6%	1%	i	-4%	0%	3%	-4%
O=C(C1CC1)N1CCc2cc(Br)cc(S(=O)(=O)N3CCN(c4ccccn4)CC3)c21	-1.9%	2%	9%	-0.1%	42%[activator]	-1%	i	-17%	-1%	16µM*	37%
C/C=C/Cn1c(SCCCc2ccccc2)nc2c1c(=O)[nH]c(=O)n2C	-0.5%	0%	-19%	2.7%	·	-5%	·	?	-7%	24%	120%
C[C@@]12CC[C@@H]3[C@H](CCC4=CC(=O)CC[C@]43C)[C@@H]1CC[C@@H]2C(=O)COS(=O)(=O)c1ccc(Br)cc1	-4.8%[15.4 µM]	-7%[11.4 µM]	-21%[11.4 µM]	-2.3%[15.4 µM]	·	2%[11.5 µM]	i	?	-2%[11.5 µM]	4%[11.4 µM]	-11%[11.4 µM]
CCCNC(=O)c1ccc(CNc2c(N3CCC(C(=O)OCC)CC3)c(=O)c2=O)cc1	-0.8%	-2%	6%	-2.3%	7%	-1%	i	1%	2%	4%	3%
COC(=O)c1cc(OC)c(OC)c(OC)c1NC(=O)c1ccc(S(=O)(=O)N(C)C)cc1	-0.3%	-2%	10%	-2.4%	2%	0%	i	-24%	0%	2%	-9%
O=C(CN(Cc1ccco1)C(=O)CNS(=O)(=O)c1ccc(F)cc1)NCc1ccc(F)cc1	-0.8%	0%	18%	-1.2%	7%	0%	i	3%	1%	?	1%
O=C(O)[C@@H]1[C@@H](C(=O)NCc2ccccn2)[C@@H]2C=C[C@@H]1O2	0.6%[15.4 µM]	6%[11.4 µM]	-10%[11.4 µM]	-1.2%[15.4 µM]	·	4%[11.5 µM]	i	10%[11.4 µM]	-1%[11.5 µM]	-14%[11.4 µM]	3%[11.4 µM]
COC(=O)c1ccc(CSc2ccccc2C)o1	-1.0%	1%	-14%	1.1%	5%	-5%	i	0%	-2%	?	2%
CSCCC(NC(=O)c1ccco1)C(=O)O (stereo not drawn)	0.9%	-9%	-9%	0.6%	-8%	2%	i	12%	0%	9%	0%
O=C(CCC1CCCCC1=O)c1ccccc1 (stereo not drawn)	-0.1%	-3%	2%	-1.3%	4%	3%	i	2%	4%	7%	-2%
COC(=O)C1=C(C)N(c2ccc(F)c(Cl)c2)C(=O)C1	-1.3%	-4%	-2%	0.2%	11%	-1%	i	-3%	1%	0%	-18%
O=S(=O)(c1cccc2c(I)cccc12)N1CCCNCC1	-1.4%	2%	6%	-1.8%	9%	5%	i	-4%	0%	7%	12%
Cc1cc(S(=O)(=O)N2CCCC2)c(C)s1	0.4%	-2%	0%	-2.7%	8%	2%	i	1%	2%	15%	13%
CN(C)CCN1C(=O)C(=O)/C(=C(/O)c2ccc(OCc3ccccc3)cc2)C1c1ccncc1 (stereo not drawn)	-0.2%	-5%	-6%	-3.0%	-5%	0%	i	7%	-1%	16%	-11%
COc1ccc(C(=O)N2CCC3(CCCN(c4ccc(-c5ccccc5)cc4)C3)CC2)cc1	1.4%	-1%	-4%	9.1%	104%[activator]	-5%	i	-6%	-4%	0%	-15%
Cc1onc(-c2ccccc2)c1C(=O)Nc1cc(C(F)(F)F)ccc1N1CCOCC1	0.1%	-3%	-8%	2.9%	13%	-2%	i	0%	-2%	?	-7%
CCOc1cc2[nH]c(=S)n(CCCN3CCCC3=O)c(=O)c2cc1OCC	-4.4%	-2%	?	1.0%	20%	-5%	i	-10%	-1%	3%	-12%
CCCCc1nc2n[nH]c(N)c2c2c1CCC2	-0.7%	-5%	14%	1.8%	-29%	-1%	i	13%	-1%	7%	-12%
OCCNCC1(O)C2CC3CC(C2)CC1C3 (stereo not drawn)	0.3%	-5%	20%	-2.7%	1%	0%	i	9%	0%	6%	-6%
COCc1cc(=O)[nH]c(/N=C(\N)Nc2ccc(C)cc2)n1	1.5%	-1%	?	-1.3%	2%	?	i	5%	-22%	?	-18%
Cn1c(C(=O)OCC(=O)NCCc2ccccc2)cc2sccc21	1.7%	-8%	23%	-1.7%	9%	-2%	i	-1%	-1%	?	33%
O=C(Nc1ccon1)c1sc2ccccc2c1Cl	0.4%	-5%	-3%	-1.4%	-4%	-2%	i	7%	-1%	11%	-7%
COc1ccc(Cn2c(C)nc3c(c2=O)c2nc4ccccc4nc2n3Cc2ccco2)cc1	1.4%	?	25µM*	3.5%	40%[activator]	?	i	-23%	?	?	2.5µM*
COc1cc(CC(=O)Oc2ccc3c(c2)OCO3)cc(OC)c1OC	-2.1%	3%	1%	0.1%	9%	0%	i	9%	-2%	5%	3%
Cc1noc(C)c1C(=O)N1CCC2(CCCN(Cc3ccccc3)C2)CC1	0.3%	-2%	8%	-3.3%	13%	-2%	i	3%	-1%	2%	31%
Cc1ccc(N=Nc2c(O)c(S(=O)(=O)O)cc3cc(S(=O)(=O)O)ccc23)c(C)c1	-0.2%[15.4 µM]	-15%[11.4 µM]	-5%[11.4 µM]	-1.6%[15.4 µM]	·	0%[11.5 µM]	i	6%[11.4 µM]	-2%[11.5 µM]	0%[11.4 µM]	-9%[11.4 µM]

Some of the compounds tested; rates above refer to the full screens.
